IMPase Li inh – IMPase inhibition in cells with lithium potentiation; Potency, µM (series often up to 59.4 µM), inactives show top-dose activity, negative = IMPase inhibition, hits mostly inhibitors; CHO-M1 cells, IP1 TR-FRET (IP-One), carbachol + lithium; 0.35% of 210,000 active; AID 1457;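 further: IP1 builds up when IMPase is blocked and the TR-FRET signal falls; plate controls were basal vehicle for no effect and high inhibitor control for full effect; nearly all actives have a fitted effect of over 50% in size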
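Concentration–response in CHO-M1 cells, lithium-potentiated; 30 min at 37C. IP1 detected by competitive TR-FRET after 10 min lysis at RT. Hill-fitted AC50.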
NPSR antagonist – neuropeptide S receptor (human) antagonism, cAMP; Q6W5P4; CHO-NPSR cells, cAMP TR-FRET, antagonist mode; Potency, µM (highest dose often 38.3 µM), for inactives: at the top dose activity change, negative = inhibition, most hits filed as inhibitors; 1% of 220,000 active; further: on the % scale 0 is the no-effect control and ±100 the full control effect; nearly all actives have a fitted effect of over 50% in size; many of its hits are not listed in these tables
Target sequence (Q6W5P4 whole entry, looked up): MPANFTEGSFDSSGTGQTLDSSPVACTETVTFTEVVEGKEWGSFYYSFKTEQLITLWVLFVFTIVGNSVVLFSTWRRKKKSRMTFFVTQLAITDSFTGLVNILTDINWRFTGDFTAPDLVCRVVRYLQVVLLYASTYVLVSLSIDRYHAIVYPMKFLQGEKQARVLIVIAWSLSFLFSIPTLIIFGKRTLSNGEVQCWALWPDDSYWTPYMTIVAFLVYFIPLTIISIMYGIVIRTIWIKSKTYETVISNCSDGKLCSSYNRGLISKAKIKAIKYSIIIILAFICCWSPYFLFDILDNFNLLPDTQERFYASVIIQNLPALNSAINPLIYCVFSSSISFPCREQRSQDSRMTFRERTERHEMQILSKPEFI
Epigenetic derep – epigenetic control regulation, reporter derepression; murine LDR cells, GFP reporter derepression, 30 h; Potency, µM (top dose mostly 53.9 µM), for inactives: top-dose GFP activation, usual class: activators; 0.2% of 280,000 active; AID 1865; further: % of control where 0% means no effect; nearly all actives have a fitted effect of over 60% in size
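Readout is the number of GFP-expressing murine LDR cells, counted by cytometry following washing. Cells were treated with compound for 30 h at 37 C; the stably integrated CMV-GFP locus is normally silent.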
Luc counter – blocks Kinase-Glo luciferase, a counter-screen artifact | 0.28% of 200,000 active | Q27757 | Kinase-Glo luciferase, ATP luminescence, 8 min | AID 1379 | Potency, µM (highest dose often 38.3 µM), without a hit: at the highest dose activity change, negative = inhibition, most hits filed as inhibitors; further: on the % scale 0 is the no-effect control and ±100 the full control effect; nearly all actives have a fitted effect of over 60% in size
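Light output from Kinase-Glo luciferase with luciferin and 10 uM ATP in 50 mM imidazole pH 7.2, KCl, MgCl2, Tween 20, BSA; compound pin-delivered, 8-min ambient incubation, then luminescence read.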
RECQ1 helicase – inhibitors of human RECQ1 DNA helicase; RECQ1 DNA unwinding, red fluorescence kinetic read; Potency, µM (series often up to 57.3 µM), without a hit: at the highest dose activity, negative = inhibition, most hits filed as inhibitors; 0.54% of 240,000 active; AID 2549;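 further: plate controls were vehicle for no effect and no enzyme for full effect; nearly all actives have a fitted effect of over 30% in size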
Target sequence (P46063 whole entry, looked up): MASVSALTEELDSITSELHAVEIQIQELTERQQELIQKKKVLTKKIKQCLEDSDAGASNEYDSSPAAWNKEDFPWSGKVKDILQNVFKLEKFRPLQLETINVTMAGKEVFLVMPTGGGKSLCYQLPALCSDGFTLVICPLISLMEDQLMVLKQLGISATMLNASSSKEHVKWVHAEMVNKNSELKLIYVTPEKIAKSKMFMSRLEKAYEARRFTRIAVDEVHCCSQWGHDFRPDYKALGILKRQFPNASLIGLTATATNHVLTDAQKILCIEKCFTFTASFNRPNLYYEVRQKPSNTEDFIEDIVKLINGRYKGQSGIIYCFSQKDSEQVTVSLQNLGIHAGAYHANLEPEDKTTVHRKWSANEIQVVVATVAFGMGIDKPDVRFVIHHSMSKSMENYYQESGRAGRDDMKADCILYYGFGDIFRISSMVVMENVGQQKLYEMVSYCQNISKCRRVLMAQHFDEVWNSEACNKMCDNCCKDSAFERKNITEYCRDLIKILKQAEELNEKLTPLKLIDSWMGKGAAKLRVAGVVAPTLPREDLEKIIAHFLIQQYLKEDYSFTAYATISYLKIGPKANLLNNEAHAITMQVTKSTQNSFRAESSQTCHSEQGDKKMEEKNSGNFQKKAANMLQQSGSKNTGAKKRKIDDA
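50 nM RECQ1T1 preincubated 15 min with compound in Tris pH 8.0 buffer with MgCl2, DTT, Tween-20 and 2.5 ug/ml poly(dI-dC); started with 200 nM TAMRA/BHQ-2 forked duplex and 2 mM ATP. Unwinding read as fluorescence (525/598 nm), two reads 2 h apart.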
SMN2 splice up – SMN2 splice variant enhancement | HEK293 SMN2-luciferase splicing reporter, luminescence, 30-36 h | Potency, µM (top dose mostly 46.1 µM), inactives show at the highest dose activity change, positive = activation, hits mostly activators | 2.8% of 210,000 active; further: % of control where 0% means no effect; nearly all actives have a fitted effect of over 55% in size
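qHTS luciferase splicing reporter: luminescence rises when SMN2 exon 7 is included in transfected HEK293 cells. Compound exposure lasted 30-36 h at 37C, with 4.5 mM final sodium butyrate as control, followed by a ONE-Glo read.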
GoLoco inh red – inhibitors of human Gai1-RGS12 GoLoco interaction (red fluorophore) | AID 880 | 0.44% of 230,000 active | Potency, µM (doses to about 61.6 µM), without a hit: at the highest dose activity, negative = inhibition, usual class: inhibitors | Gai1:RGS12 GoLoco peptide FP, rhodamine, 10 min | P63096; active means well fitted inhibition curve with a large enough effect, not every such curve was filed as active; inactive means no such curve, though single readings can be large or run the other way; further: on the % scale 0 is the no-effect control and ±100 the full control effect; nearly all actives have a fitted effect of over 30% in size; many of its hits are not listed in these tables
JMJD2E inh – blocks human JMJD2E demethylase activity. B2RXH2. JMJD2E catalytic domain, FDH-coupled NADH fluorescence (FDH is formaldehyde dehydrogenase). Potency, µM (titrated, usually from 57.1 µM), inactives show top-dose activity change, negative = inhibition, usual class: inhibitors. 1.6% of 230,000 active. AID 2147; active means well fitted inhibition curve with a large enough effect, not every such curve was filed as active; inconclusive means small, poorly fitted or top-dose-only effect, or another doubt; inactive means no such curve, though single readings can be large or run the other way;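 further: 0% = wells with enzyme and -100% = buffer wells without enzyme; nearly all actives have a fitted effect of over 50% in size; many of its hits are not listed in these tables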
Starred values were filed as active, the others as inactive; i = inactive; ? = inconclusive; nt = not tested or not shown; & = joins results of further samples; [ ] = another dose, or the depositor's remark. Unless noted, the call rests on the fitted dose curve; in most records, active means well fitted curve in the direction sought with a large enough effect; inconclusive means small, poorly fitted or top-dose-only effect, or another doubt; inactive means no such curve, though single readings can be large; an effect the other way counts as inactive or inconclusive. Potency means the concentration at half of the fitted maximal effect.

SMILES	IMPase Li inh	NPSR antagonist	Epigenetic derep	Luc counter	RECQ1 helicase	SMN2 splice up	GoLoco inh red	JMJD2E inh
COC(=O)C(NC(C)=O)(Nc1nc2c(s1)CCCC2)C(F)(F)F (stereo unspecified)	11%[38.3 µM]	-1%[46.1 µM]	-1.0%	-2%	i	?	-20%	-9%
COC(=O)c1nnn(-c2nonc2N)c1CSc1nnc(N)s1	0%	15%	0.0%	-2%	i	8%	-5%	0%
Oc1c(C(Nc2cccc(C(F)(F)F)c2)c2cccnc2)ccc2cccnc12 (stereo unspecified)	11%	4%	-0.9%	-3%	-1%	-16%[1.84 µM]	-10%	?
CC(C)(C)c1ccc(C(=O)Nc2ccc(N3CCOCC3)cc2)cc1	23%[38.3 µM]	-25%[46.1 µM]	0.0%	0%	-13%	-25%	-2%	-1%
CCC1ON(C(C)C)C2c3nc4ccccc4n3CC12 (stereo unspecified)	nt	17%	2.9%	nt	-3%	nt	-4%	-2%
Cc1c(NC(=O)CC(O)(C(F)(F)F)C(F)(F)F)c(=O)n(-c2ccccc2)n1C	17%[38.3 µM]	-2%[46.1 µM]	-2.1%	1%	i	26%	3%	-3%
CCCCCC(=O)Nc1nc(C)c(-c2csc(Nc3ccccc3OC)n2)s1	22%[38.3 µM]	-23%[46.1 µM]	0.0%	-2%	-4%	-15%	10%	-9%
O=C(NCCc1ccccc1)c1noc2c1CCc1ccccc1-2	-8%[38.3 µM]	-19%[46.1 µM]	4.5%	-2%	-2%	16%	-4%	-2%
COC(=O)c1cc(NC(=O)c2ccc(-c3ccccc3)cc2)ccc1Cl	2%	-4%	-1.8%	2%	-2%	-61%[inhibitor]	6%	?
O=C(C[n+]1ccc(-c2nnc3n2CCCCC3)cc1)c1ccc(Cl)cc1	nt	7%	-2.0%	nt	-3%	nt	2%	?
CCOC(=O)C(=NCCCN(C)C)NNc1ccc(Br)cc1	-1%	2%	0.0%	-1%	-4%	-1%	0%	?
Clc1ccc(-n2nnc(-c3cccnc3Cl)n2)cc1Cl	-5%	-15%	-0.7%	nt	-3%	nt	0%	5%
CCN1CCN(CCCN(Cc2ccco2)C(=S)Nc2ccc(C)c(Cl)c2)CC1	17%	-2%	-4.9%	-1%	1%	-27%	3%	3%
CCOC(=O)N/N=C/c1ccccc1F	-7%[38.3 µM]	-4%[46.1 µM]	-1.1%	-6%	-7%	?	3%	1%
CN(Cc1cccs1)C(=O)CSc1nc(N)cc(N)n1	4%	6%	-0.2%	-2%	-3%	-1%	10%	12%
CCc1ccc(OCC(=O)NC2CC(C)(C)NC(C)(C)C2)cc1	6%	25%	2.3%	-2%	?	nt	79%[activator]	2%
Cc1ccc(S(=O)(=O)N2CCCC(C(=O)NCCC3=CCCCC3)C2)cc1 (stereo unspecified)	45%[38.3 µM]	-5%[46.1 µM]	-0.1%	-2%	0%	-16%	5%	6%
Cc1ccccc1-n1c(=S)[nH]c2nc3c(cc2c1=O)CCCC3	7%	40%	0.9%	0%	i	nt	12%	1%
CN1C[C@@H]2C(c3ccc(C(F)(F)F)cc3)C3(c4ccccc4)CC2(C3)[C@H]1c1ccccc1 (stereo partly specified)	2%	-43%	6.4%&-3.2%	-4%	i	-21%	3%&8%	-9%&-2%
CCNC(=S)N/N=C(\C)c1ccc2c(c1)OCCO2	6%	-30%	2.1%	-3%	?	5%	3%	-4%
COc1ccc(CCNC(=O)NC23CC4CC(CC(C4)C2)C3)cc1OC	-11%[38.3 µM]	-6%[46.1 µM]	-2.5%	-5%	0%	-37%[inhibitor]	8%	-4%
Nc1nc2nccc(-c3ccco3)n2n1	-8%	6%	-0.3%	-1%	i	13%	4%	?
CC(C)C1N=C(c2ccc3c(c2)OCO3)CC(c2ccccc2O)N1 (stereo unspecified)	5%[38.3 µM]	-10%[46.1 µM]	?	-10%	-1%	-1%	2%	?
CCCc1nnc(NC(=O)CCC(=O)N2CCN(CCOc3ccc(C)cc3)CC2)s1	39%[activator][38.3 µM]	9%[46.1 µM]	0.0%	1%	-11%	-66%[inhibitor]	-11%	2%
COC(=O)/C=C\c1cc(O)ccc1O	26%	nt	-0.3%	-1%	-5%	nt	-35%	32µM*
O=C(/C=C/c1ccccc1)/C=C/c1ccccc1	15%	-48%	-0.9%	-4%	14µM*	-90%[inhibitor]	-10%	-4%
CC(C)(C)C1CCc2c(sc(NC(=O)CSc3nnc(-c4ccccc4)o3)c2C#N)C1 (stereo unspecified)	-3%	-39%	-3.2%	-2%	11%	-27%	11%	3%
C=CCOC(=O)C1=C(C)NC(SCC(=O)OCC)=C(C#N)C1c1ccc(C)cc1 (stereo unspecified)	10%[38.3 µM]	?	-0.1%	-1%	-1%	24%	-2%	?
COc1cc2cc(C(c3nnnn3C(C)(C)C)N3CCc4ccccc43)c(=O)[nH]c2cc1OC (stereo unspecified)	-6%[38.3 µM]	-22%[46.1 µM]	-1.0%	0%	-5%	-6%	-2%	?
COc1cc(/C=C(\C#N)C(=O)NC(C)C)cc(Cl)c1O	25%	-14%	-1.5%	4%	-15%	-4%	8%	-10%
N#CC1=C(N)Oc2n[nH]c(-c3ccc(F)cc3)c2C1c1ccncc1 (stereo unspecified)	20%[38.3 µM]	-12%[46.1 µM]	0.0%	1%	-1%	nt	-2%	2%
CC1(C)C(C=C(Cl)Cl)C1C(=O)N1CCN(c2ccccc2)CC1 (stereo unspecified)	23%[38.3 µM]	-12%[46.1 µM]	-1.0%	3%	-13%	-29%	3%	9%
O=C(Nc1ccccc1Cl)ON=C1c2ccccc2-c2ccccc21	8%[38.3 µM]	3%[46.1 µM]	2.6%	-5%	-2%	-7%	1%	0%
COc1ccc2cc3cc(C(=O)NCc4ccc5c(c4)OCO5)oc3nc2c1	12%[38.3 µM]	?	0.9%	0%	?	-30%[inhibitor]	9%	?
CC(=O)c1ccc(S(=O)(=O)N2CCC(NC(=O)Nc3cccc(F)c3)CC2)cc1	-4%	15%	1.1%	nt	i	nt	-1%	-4%
CC(=O)N1CCC(C(=O)Nc2cc(C)cc(C)c2)CC1	nt	-18%	-1.6%	nt	-8%	nt	-3%	-2%
CC(Sc1nc(NCc2ccccc2)nc(N2CCOCC2)n1)C(=O)Nc1ccccc1 (stereo unspecified)	38%[38.3 µM]	?	1.1%	3%	0%	0%	-44%	-11%
Cc1ccc(S(=O)(=O)N(C)C)cc1NC(=O)c1ccc(OC(F)(F)F)cc1	-3%	8%	-3.2%	0%	-8%	-19%	-1%	-7%
CCOc1cccc(OCCOCCOc2ccccc2C(C)=O)c1	2%	6%	0.0%	2%	-5%	-7%	-7%	16%
CC(C)(C)C(=O)N1CCC[C@H]1C(O)(c1ccccc1)c1ccccc1	6%	-21%	2.1%	0%	-2%	-24%	-5%	1%

Looked up by structure from the entries so far (5):
SMILES	IMPase Li inh	NPSR antagonist	Epigenetic derep	Luc counter	RECQ1 helicase	SMN2 splice up	GoLoco inh red	JMJD2E inh
COC(=O)/C=C\c1cc(O)ccc1O	26%	nt	-0.3%	-1%	-5%	nt	-35%	32µM*
CC1(C)C(C=C(Cl)Cl)C1C(=O)N1CCN(c2ccccc2)CC1 (stereo unspecified)	23%[38.3 µM]	-12%[46.1 µM]	-1.0%	3%	-13%	-29%	3%	9%
O=C(/C=C/c1ccccc1)/C=C/c1ccccc1	15%	-48%	-0.9%	-4%	14µM*	-90%[inhibitor]	-10%	-4%
CC(Sc1nc(NCc2ccccc2)nc(N2CCOCC2)n1)C(=O)Nc1ccccc1 (stereo unspecified)	38%[38.3 µM]	?	1.1%	3%	0%	0%	-44%	-11%
COc1ccc(CCNC(=O)NC23CC4CC(CC(C4)C2)C3)cc1OC	-11%[38.3 µM]	-6%[46.1 µM]	-2.5%	-5%	0%	-37%[inhibitor]	8%	-4%

Three of the compounds above, with two lines to a compound:
Value order: IMPase Li inh	NPSR antagonist	Epigenetic derep	Luc counter	RECQ1 helicase	SMN2 splice up	GoLoco inh red	JMJD2E inh
- Clc1ccc(-n2nnc(-c3cccnc3Cl)n2)cc1Cl
 : -5%	-15%	-0.7%	nt	-3%	nt	0%	5%
- Oc1c(C(Nc2cccc(C(F)(F)F)c2)c2cccnc2)ccc2cccnc12 (stereo unspecified)
 : 11%	4%	-0.9%	-3%	-1%	-16%[1.84 µM]	-10%	?
- Nc1nc2nccc(-c3ccco3)n2n1
 : -8%	6%	-0.3%	-1%	i	13%	4%	?

New compounds follow
SMILES	IMPase Li inh	NPSR antagonist	Epigenetic derep	Luc counter	RECQ1 helicase	SMN2 splice up	GoLoco inh red	JMJD2E inh
C[C@@H](C(=O)NCC1CC1)[C@@H]1C[C@@]1(C)[C@@H](NC(=O)OCc1ccccc1)c1ccccc1	8%&5%	-36%	-1.0%&1.1%	4%&-2%	5%	-48%&-18%	7%&7%	1%&-2%
O=C(CSc1nc2ccccc2[nH]1)c1ccc2c(c1)OCO2	6%[38.3 µM]	?	-1.0%	-1%	-12%	7%	-1%	-16%
COc1cccc(-c2nc(Oc3cc(C)cc(C)c3)c3ccccc3n2)c1O	4%	10%	2.0%	1%	1%	-16%	6%	10%
O=C(O)CN1C(=O)CC(Cc2ccc(Cl)cc2)C1=O (stereo unspecified)	-3%[38.3 µM]	-8%[46.1 µM]	4.4%	1%	i	-4%	-9%	10%
Cc1cccc(NC(=O)CSc2nnc(-c3ccco3)c(-c3ccco3)n2)c1C	12%[38.3 µM]	-17%[46.1 µM]	-1.1%	-3%	18µM*	-22%	4%	?
O=C(O)C1=C[C@@H](c2ccc(C(F)(F)F)cc2)C[C@@H](OCc2ccc(CO)cc2)O1	-5%	-20%	-2.0%	nt	-10%	nt	0%	-4%
CCCC(=O)NC(=S)Nc1ccc(N2CCOCC2)c(Cl)c1	10%	3%	-1.6%	-1%	0%	-1%	6%	6%
CCOc1ccccc1NC(=O)CN(Cc1ccccc1)S(C)(=O)=O	24%[38.3 µM]	-17%[46.1 µM]	0.4%	3%	2%	2%	5%	3%
Cc1[nH]c2ccccc2c1/C=N/NC(=O)CNC(=O)c1cccs1	nt	1%	-1.6%	nt	-5%	nt	-7%	0%
CCC(CO)NS(=O)(=O)c1cc(-c2nn(C)c(=O)c3ccccc23)ccc1C (stereo unspecified)	4%	-3%	2.2%	-2%	0%	nt	10%	-8%

Only part of the results is shown; the hit share may differ from the screen's.
